Screens: PubChem, several laboratories
M5 antag: CHRM5 antagonism in calcium assay; inhibition, % at 3 µM; P08912; actives 0.59% (n = 360,000); CHO-hM5 cells, Fluo-8 calcium fluorescence, ACh EC80; AID 624040;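 active means inhibition above a per-plate cutoff, the mean of that plate's test compounds plus 3 SD, cut at about 27% in these data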;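 further: 0% = acetylcholine EC80 with DMSO and 100% = DMSO without agonist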
CHRM5 PAM: positive allosteric modulators of human muscarinic M5 receptor; P08912; CHO-K1 hM5, Fluo-8 calcium, ACh EC20 PAM; 0% = ACh EC20, 100% = ACh EC100; activation, % at 3 µM; actives 0.3% (n = 360,000);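 active means activation above the run cutoff, the mean activation of all test compounds plus 3 SD, cut at about 18% in these data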
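Assay system: CHO-K1 hM5 cells / Incubation: Fluo-8 loading 80 min at 37 °C plus 30 min room temperature / Technique: Fluo-8 calcium dye fluorescence, kinetic read / Repeats: single replicate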
CHRM5 agonist: agonists of human muscarinic M5 receptor (CHRM5); P08912; CHO-K1 hM5 cells, Fluo-8 calcium fluorescence; 0% DMSO wells, 100% maximal acetylcholine response; activation, % at 3 µM; actives 0.19% (n = 360,000); AID 624037;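 active means activation above the run's mean over test compounds plus 3 SD, cut at about 23% in these data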;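 further: signal is peak over basal fluorescence ratio across the kinetic read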
IDE cell inh: inhibitors of human insulin-degrading enzyme in cells; P14735; HEK cells, FAbetaB cleavage, fluorescence polarization; inhibition, % at 5.59 µM; actives 0.41% (n = 320,000);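 active means percent inhibition above the average of all tested compounds plus 3 SD, set per screening campaign, cut at about 16% in these data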;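 further: IDE supplied by intact live HEK cells; FP after avidin binding of uncleaved biotin substrate so inhibition keeps polarization high; 0% = DMSO wells and 100% = 60 µM reference IDE inhibitor Ii1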
Target sequence (P14735 whole entry, looked up): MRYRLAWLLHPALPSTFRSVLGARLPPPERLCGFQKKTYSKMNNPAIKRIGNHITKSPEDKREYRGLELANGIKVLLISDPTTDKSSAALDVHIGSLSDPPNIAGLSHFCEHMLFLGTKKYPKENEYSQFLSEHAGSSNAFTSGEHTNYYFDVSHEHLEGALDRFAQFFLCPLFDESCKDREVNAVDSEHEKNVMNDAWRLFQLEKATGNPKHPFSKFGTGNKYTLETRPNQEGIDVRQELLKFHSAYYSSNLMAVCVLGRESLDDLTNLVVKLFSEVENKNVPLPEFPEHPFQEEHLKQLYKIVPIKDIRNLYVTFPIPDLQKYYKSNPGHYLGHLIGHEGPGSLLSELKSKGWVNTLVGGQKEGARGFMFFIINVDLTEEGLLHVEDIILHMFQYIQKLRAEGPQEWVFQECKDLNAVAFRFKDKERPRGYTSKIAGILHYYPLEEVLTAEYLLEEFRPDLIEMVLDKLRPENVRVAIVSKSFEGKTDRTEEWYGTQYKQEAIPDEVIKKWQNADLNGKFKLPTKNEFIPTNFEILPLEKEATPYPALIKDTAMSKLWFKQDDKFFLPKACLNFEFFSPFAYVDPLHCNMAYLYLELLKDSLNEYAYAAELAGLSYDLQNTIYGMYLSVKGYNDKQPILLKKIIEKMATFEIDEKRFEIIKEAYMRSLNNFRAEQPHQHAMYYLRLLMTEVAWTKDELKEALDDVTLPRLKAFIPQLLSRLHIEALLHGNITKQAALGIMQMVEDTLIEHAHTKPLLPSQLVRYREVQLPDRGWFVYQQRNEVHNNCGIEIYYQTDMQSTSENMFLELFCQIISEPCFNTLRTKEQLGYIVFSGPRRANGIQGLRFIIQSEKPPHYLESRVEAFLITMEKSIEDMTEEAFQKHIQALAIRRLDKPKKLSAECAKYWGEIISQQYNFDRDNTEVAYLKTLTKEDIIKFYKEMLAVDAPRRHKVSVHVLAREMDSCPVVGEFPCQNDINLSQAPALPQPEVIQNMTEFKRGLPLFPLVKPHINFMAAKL
CRFBP-R2 agonist: CRF-BP/CRF-R2 complex agonism. HEK293 CRF-R2/CRF-BP, calcium dye fluorescence (FLIPR); percent of saturating CRF peptide response. activation, % at 13.2 µM. AID 588473. actives 0.46% (n = 350,000);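 active means activation of at least 50%, plus an integration ratio under a set limit after plate pattern correction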;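 further: plate controls were neutral control wells without compound for no effect and CRF at EC100 for full effect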
M4 ag: CHRM4 agonism in calcium assay; CHO-K1 hM4/Gqi5, Fluo-8 calcium fluorescence; vehicle 0%, full acetylcholine response 100%; activation, % at 3 µM; actives 0.14% (n = 360,000); AID 624127;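 active means activation above the run mean over all test wells plus 3 SD, cut at about 32% in these data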;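 further: peak over basal fluorescence ratio per well then scaled between controls; 0% = DMSO wells and 100% = acetylcholine at EC100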
CRFR2-BP antag: blocks CRF-induced signaling of the CRF-BP/CRF-R2 complex | actives 0.59% (n = 350,000) | AID 588475 | HEK293 CRF-R2/CRF-BP, CRF-induced calcium fluorescence | inhibition, % at 11.8 µM;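 active means inhibition of the ligand-induced calcium signal above about 50% at the single tested concentration, limit read from the data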
CHRM4 PAM: positive allosteric modulators of human muscarinic M4 receptor; actives 0.4% (n = 360,000); activation, % at 3 µM; P08173; CHO-K1 hM4/Gqi5, Fluo-8 calcium fluorescence, ACh EC20; 0% = ACh EC20, 100% = maximal ACh;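 active means activation above its plate's cutoff, the mean activation of sample wells plus 3 SD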; further: some results filed as inactive read as strong as hits
CHRM4 antagonist: CHRM4 antagonism in calcium assay. P08173. CHO-hM4 cells, ACh EC80, Fluo-8 calcium fluorescence. inhibition, % at 3 µM. actives 0.73% (n = 360,000). AID 624125;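 active means inhibition above its plate's cutoff, the mean inhibition of sample wells plus 3 SD, cut at about 27% in these data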;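 further: 0% = acetylcholine EC80 with DMSO and 100% = DMSO without agonist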
An asterisk follows results filed as active; . = not tested or not shown.

structure,M5 antag,CHRM5 PAM,CHRM5 agonist,IDE cell inh,CRFBP-R2 agonist,M4 ag,CRFR2-BP antag,CHRM4 PAM,CHRM4 antagonist
COc1cccc(C=O)c1OCCCOc1cccc2cccnc12,13,-3,1,1,0.4,14,12,-7,14
CC(C(=O)N1CCc2ccccc21)N1CCN(S(=O)(=O)c2cccc(C(F)(F)F)c2)CC1 (stereo unspecified),-6,-5,-2,-3,1.1,2,-10,7,-4
CCCc1nnc(NC(=O)CCC(=O)N2CCN(Cc3ccc(C)cc3C)CC2)s1,-9,2,0,2,-1.2,4,-11,-12,3
CS(=O)(=O)N1CCN(c2ccccc2NC(=O)CSc2nnc(-c3ccco3)o2)CC1,3,-4,0,2,-1.0,3,3,9,-10
Cc1ccccc1-n1c(=O)n(CCc2ccccc2)c(=O)c2[nH]cnc21,-5,1,2,-2,-0.6,3,-4,-3,-16
Cc1oc2cc3oc(=O)c4c(c3cc2c1C)CCC4,6,-1,2,12,-0.7,1,5,2,8
CSc1nc(NC(C)(C)C)nc(N2CCOCC2)n1,-4,6,-7,3,3.2,-1,-33,4,5
Cn1c2ccccc2c2c(C(=O)O)cn(C3CCCC3)c(=O)c21,3,1,0,2,0.3,0,13,1,-8
CCOc1ccc(-c2nnc(NC(=O)Cc3ccc(OC)cc3)o2)cc1,15,-1,-4,6,-1.7,0,6,5,3
CC1(C(=O)Nc2ccc3c(c2)OCCO3)CCN1C(=O)c1cccc(F)c1 (stereo unspecified),-3,3,2,.,.,1,.,-4,-1
CCOc1ccc(NC(=O)CN2CCN(CC(=O)Nc3ccc(F)cc3)CC2)cc1,-1,1,-3,8,-1.9,1,12,3,0
N#Cc1ccc(Oc2cc(C(F)(F)F)nc(-c3ccccn3)n2)cc1,-1,-3,1,0,-0.6,0,-2,9,-7
COc1ccc(C(=O)NCc2nnc(SCC(=O)Nc3ccc4c(c3)OCO4)o2)cc1,-1,-1,-3,1,-0.4,0,14,-6,1
Cc1ccc(OCCNC(=O)Cc2ccc(S(=O)(=O)N3CCOCC3)s2)cc1,-12,9,4,1,0.2,4,-14,7,-6
CC(=O)N1CCc2[nH]c3ccccc3c2C1,-4,9,3,0,-0.2,1,-2,2,9
CCCCC(=O)NC(=S)Nc1ccccc1C(=O)Nc1ccccc1,1,0,0,0,1.5,0,-6,-1,4
COc1ccc(Nc2c(-c3ccc(OC)cc3)nc3cnccn23)cc1,0,9,1,1,-2.9,0,9,7,-2
CC(C)NC1CS(=O)(=O)CC1O (stereo unspecified),3,-2,0,-3,-0.5,0,-5,0,-1
CCCNC(=O)COc1coc(CN2CCN(c3ccc(F)cc3)CC2)cc1=O,13,-3,-2,2,-0.8,1,10,-1,3
CCc1ccccc1C1=CC(=O)C[C@H](c2ccc(OC)cc2)C1,3,-6,-8,-3,1.0,-1,7,-9,5
O=C(CC[C@H]1O[C@@H](n2ccc(=O)[nH]c2=O)[C@H](O)[C@@H]1O)N[C@@H](Cc1ccccc1)C(=O)NCc1ccccc1,1,0,1,.,.,0,.,-8,4
CCCn1nnnc1SCC(=O)Nc1cccc(NC(=O)c2ccco2)c1,-4,4,2,-3,-0.8,5,7,-3,2
CC1=C(C(=O)N(C(C)C)C(C)C)CC(CC(=O)NCCCCc2ccccc2)C(=O)N1Cc1ccc(F)cc1 (stereo unspecified),8,-8,-2,.,.,-1,.,-4,-4
Cc1c(/C=N/N2C(=O)C3C4C=CC(C4)C3C2=O)c2ccccc2n1C (stereo unspecified),6,-4,-3,1,-2.8,1,20,10,-5
CC(=C/C(=O)O)/C(=C/c1ccccc1)C(=O)O,0,-1,0,4,-0.3,0,4,3,-4
Fc1ccc2nc(C3CCCCN3Cc3nc(CC4CC4)no3)[nH]c2c1 (stereo unspecified),9,27*,3,-2,1.0,6,2,9,-7
CCCSc1nnc(Cc2cc(=O)[nH]c(=O)[nH]2)n1-c1cc(C)ccc1C,7,-3,2,5,1.4,0,-29,-4,8
CCOc1ccc(N=c2scc(-c3ccc(OC)cc3)n2CCO)cc1,-2,-7,-8,-2,0.3,3,80*,-3,-7
Cc1cc(Cl)ccc1NC(=S)NCC(C)C,7,-4,-1,6,-2.2,1,43,0,1
O=C1NCCN1CCNS(=O)(=O)c1ccc(F)cc1,-4,-2,3,6,-2.6,0,5,1,2

Next part; the last 2 above are carried over.
structure,M5 antag,CHRM5 PAM,CHRM5 agonist,IDE cell inh,CRFBP-R2 agonist,M4 ag,CRFR2-BP antag,CHRM4 PAM,CHRM4 antagonist
Cc1cc(Cl)ccc1NC(=S)NCC(C)C,7,-4,-1,6,-2.2,1,43,0,1
O=C1NCCN1CCNS(=O)(=O)c1ccc(F)cc1,-4,-2,3,6,-2.6,0,5,1,2
COc1cc(C(=O)COC(=O)Cc2cnc3sccn23)cc(OC)c1OC,1,7,-2,-4,-1.2,2,5,6,-3
Cc1cccc(NC(=O)CSc2nnc(NC(=O)C3CCC3)s2)c1,2,-3,1,4,-0.2,7,-5,6,-10
CN1CCc2c(sc(NC(=O)c3ccco3)c2C(N)=O)C1,1,2,-4,0,27,1,5,0,14
CCOC(=O)C1=C(C)NC(=S)N(C(C)=O)C1c1ccccc1 (stereo unspecified),14,-1,-5,6,0.0,-2,20,-3,17
CC1CCCC(C)N1C(=O)CSc1nc2ncnc(N)c2[nH]1 (stereo unspecified),3,1,2,9,-1.1,1,18,2,-5
COCc1c(C(=O)N/N=C(/C)c2cccs2)nnn1-c1nonc1N,11,0,-3,3,5.5,2,-49,8,-10
CCN(CC)C(=O)c1[nH]cnc1C(=O)Nc1ccc(OC)cc1,7,10,2,0,-2.2,0,1,4,3
O=C(O)COc1ccccc1/C=N/NC(=O)/C(=C\c1ccc2c(c1)OCO2)NC(=O)c1ccccc1,-4,0,-1,-9,-2.2,1,-13,3,-10
O=C(Nc1ccc(F)cc1)NC1(C(=O)NCc2cccs2)CCCCC1,13,-1,3,0,-1.2,1,17,9,5
CC1(C(=O)NS(=O)(=O)C2CC2)CCCN(C(=O)c2ccc(C(F)(F)F)cc2)C1 (stereo unspecified),5,-4,1,.,.,0,.,4,-4

5 compounds out of the list, ordered by number of heavy atoms, ascending.
structure,M5 antag,CHRM5 PAM,CHRM5 agonist,IDE cell inh,CRFBP-R2 agonist,M4 ag,CRFR2-BP antag,CHRM4 PAM,CHRM4 antagonist
Cc1oc2cc3oc(=O)c4c(c3cc2c1C)CCC4,6,-1,2,12,-0.7,1,5,2,8
CN1CCc2c(sc(NC(=O)c3ccco3)c2C(N)=O)C1,1,2,-4,0,27,1,5,0,14
CCOc1ccc(N=c2scc(-c3ccc(OC)cc3)n2CCO)cc1,-2,-7,-8,-2,0.3,3,80*,-3,-7
COc1cc(C(=O)COC(=O)Cc2cnc3sccn23)cc(OC)c1OC,1,7,-2,-4,-1.2,2,5,6,-3
COc1ccc(C(=O)NCc2nnc(SCC(=O)Nc3ccc4c(c3)OCO4)o2)cc1,-1,-1,-3,1,-0.4,0,14,-6,1

The list continues.
structure,M5 antag,CHRM5 PAM,CHRM5 agonist,IDE cell inh,CRFBP-R2 agonist,M4 ag,CRFR2-BP antag,CHRM4 PAM,CHRM4 antagonist
c1ccc2[nH]c(SCc3cn4ccccc4n3)nc2c1,13,-7,-2,7,-1.3,1,0,-5,0
Cc1cccn2c(=O)c(/C=C(\C#N)C(=O)NC3CCS(=O)(=O)C3)c(N3CC(C)OC(C)C3)nc12 (stereo unspecified),10,-4,0,4,2.0,1,4,4,-7
CC(=O)N1N=C(c2ccc(C)cc2)OC1c1cccnc1 (stereo unspecified),2,0,-1,4,-1.3,0,21,-10,7
Cc1cccc(NS(=O)(=O)c2cccc(C(=O)N3CCN(C/C=C/c4ccccc4)CC3)c2)c1,12,-16,-3,-2,-0.1,11,-10,-10,9
COc1ccccc1NS(=O)(=O)c1ccc(OC)c(OC)c1,7,-7,-2,-6,-1.3,2,-48,7,2
CCOC(=O)N1CCN(Cc2cc(=O)oc3ccc4ccccc4c23)CC1,2,4,-4,1,-1.8,1,11,3,6
CCOC(=O)C(C)Oc1cccc2c(=O)n(CC(=O)Nc3ccc4c(c3)OCCO4)ccc12 (stereo unspecified),-3,-1,0,0,-0.3,1,26,3,-19
CCCC(=O)NC(Nc1cccc(C(F)(F)F)c1)C(Cl)(Cl)Cl (stereo unspecified),4,-10,-2,-1,-1.6,3,1,-4,5
CCN(CC)C(=O)c1ccc(COc2ccccc2Cl)cc1,-1,-3,-5,8,-2.6,7,12,-3,-9
O=C(O)c1ccc(NC(=O)c2ccccc2Br)c(NC(=O)c2ccccc2Br)c1,-11,0,10,0,3.0,1,0,3,-2
CCN1CCN(CC(=O)N2N=C(c3cccs3)CC2c2ccc(OC)cc2)C(=O)C1=O (stereo unspecified),6,1,-2,0,-4.4,2,18,2,-1
O=C(O)C1CC(c2ccccc2)=Nc2ccccc2S1 (stereo unspecified),-1,-21,-18,-8,-1.9,3,-7,-31,7
COC(=O)Cc1nnc(Nc2cccc(C)c2)c2ccccc12,0,10,-5,4,-6.0,-2,-6,0,-17
O=C(CN1CCCCCC1)Nc1ccc(Br)cc1Br,-7,4,-11,8,0.2,-2,-20,-1,3
CCOc1ccccc1C(=O)Nc1nnc(CC)s1,-3,-1,1,2,-1.1,2,-17,1,-24
CCCCn1c(N)c(-c2nc3ccccc3o2)c2c([N+](=O)[O-])nn(C)c(=O)c21,-2,-4,-1,-2,-1.5,5,8,-5,-1
Cc1cc(C)c(C#N)c(OCC(=O)Nc2ccccc2)n1,0,4,-4,-3,-0.6,2,30,3,5
CN1C2C=C(N(CCc3c[nH]c4ccccc34)C(=O)c3ccc(Cl)cc3)CC1CC2 (stereo unspecified),-3,5,-2,0,1.7,6,-26,-4,10
O=C(NC1CCCCCC1)C(=S)NCCc1ccccc1,-7,5,4,3,5.8,1,-7,1,2
Cc1onc(C(N)=O)c1C(=O)Nc1ncc(C(F)(F)F)cc1Cl,5,0,-5,6,4.5,0,-25,5,0
COC(=O)c1c(C(=O)c2ccc(Br)cc2)n(C)c2ccccc12,10,-16,-3,5,4.5,-1,-2,1,10
CN(Cc1ccon1)C(=O)C1CCN(C2CCN(CCCc3ccccc3)CC2)CC1,25,-9,-8,.,1.8,1,-11,-7,14
c1ccc(-c2nnsc2-c2ncc[nH]2)cc1,-3,7,0,3,-3.0,1,-9,4,-3
Oc1ccc(CNCC2COc3ccccc3O2)cc1 (stereo unspecified),1,2,-5,5,2.2,1,-6,-4,5
CCNc1nc(NC(C)(C)C)nc(N(C#N)CC)n1,-2,3,6,-2,0.1,0,-27,-33,61*
CCCn1c(Cc2ccccc2)nnc1SCC(=O)N1CCOCC1,-3,-11,-4,2,0.1,1,-9,0,-2
C/C(=N\Nc1ccc(F)cc1F)c1ccc(N2CCOCC2)cc1,4,3,-1,-1,-1.3,0,5,2,0
COc1ccc(NC(=O)CSCc2ccccc2C)cc1,-1,-2,-2,7,-3.2,0,0,-7,-2
